From PubChem BioAssay
PTHR1 agonist: PTHR1 (human) receptor agonism; Q03431; HEK293 GP2 PTHR1 cells, GloSensor cAMP luminescence, 1 h; Potency, µM (top dose mostly 115 µM), for the others: top-dose activation, actives largely listed as activators; hit rate 0.075% among 410,000; further: potency means the concentration at half of the fitted maximal effect; nearly all actives have a fitted effect of over 55% in size; some results filed as inactive show a strong effect at the top dose; inactives centre near -15; many of its hits are not listed in these tables
Target sequence (Q03431 whole entry, looked up): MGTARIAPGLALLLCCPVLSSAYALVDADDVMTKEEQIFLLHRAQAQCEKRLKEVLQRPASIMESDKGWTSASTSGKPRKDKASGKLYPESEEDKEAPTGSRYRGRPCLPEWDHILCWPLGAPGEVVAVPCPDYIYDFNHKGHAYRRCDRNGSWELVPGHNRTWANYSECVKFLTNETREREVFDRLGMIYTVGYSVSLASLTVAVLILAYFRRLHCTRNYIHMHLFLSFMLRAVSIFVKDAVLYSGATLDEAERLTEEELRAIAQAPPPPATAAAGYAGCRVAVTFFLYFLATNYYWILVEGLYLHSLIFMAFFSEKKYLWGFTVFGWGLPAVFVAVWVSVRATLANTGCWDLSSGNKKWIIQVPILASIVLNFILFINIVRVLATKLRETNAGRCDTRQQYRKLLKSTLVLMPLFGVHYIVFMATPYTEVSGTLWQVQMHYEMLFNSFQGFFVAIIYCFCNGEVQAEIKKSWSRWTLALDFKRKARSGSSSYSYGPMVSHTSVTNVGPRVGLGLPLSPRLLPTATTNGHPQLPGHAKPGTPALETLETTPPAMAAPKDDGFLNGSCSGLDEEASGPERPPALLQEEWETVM
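HEK-293-derived GP2 cells expressing PTHR1 and a GloSensor cAMP reporter, 3,000/well, plated overnight, given luciferin plus IBMX (each 0.5 mM as added) for 1 h at 37 °C, then compound for 1 h at 37 °C. Luminescence was read after 15 min at room temperature.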
DRD3 antagonist: antagonists of human D3 dopamine receptor | P35462 | hit rate 2.5% among 360,000 | max response, negative = inhibition, % | D3R cells, DiscoveRx beta-arrestin luminescence, antagonist mode; stronger effect = lower value | AID 652054; in the data active means max response below about -50%; inconclusive means no clear call, values can overlap the other calls; further: on the % scale 0 is the no-effect control and ±100 the full control effect; mostly tested at two doses, the higher about 12 µM
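Cells expressing the human receptor were seeded at 1500 cells/well, incubated overnight at 37 degrees C in 5% CO2, then exposed to library compounds with dopamine controls for 90 minutes at 37 degrees C before luminescent detection.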
aSyn rescue: alpha-synuclein toxicity inhibition in yeast. Potency, µM (titrated, usually from 46.1 µM), for the others: top-dose growth rescue (activation), most hits filed as activators. hit rate 0.14% among 370,000. AID 652106. Yeast expressing alpha-synuclein, growth rescue, BacTiter-Glo, 24 h; further: potency means the concentration at half of the fitted maximal effect; % of control where 0% means no effect; nearly all actives have a fitted effect of over 65% in size
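Rescue of yeast growth: cells expressing toxic alpha-synuclein, induced in galactose at OD600 0.02, incubated with compound 24 h at 30 C. ATP luminescence quantified growth; inhibitors of toxicity appear as activators.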
Abeta rescue: A-beta toxicity reversal in yeast | yeast expressing A-beta42, growth rescue, OD600, 48 h; response scale: 0% DMSO, 100% iron-clioquinol control | Potency, µM (highest dose often 46.1 µM), for inactives: at the top dose growth rescue, hits mostly activators | hit rate 0.063% among 410,000 | AID 1347071; further: potency means the concentration at half of the fitted maximal effect; nearly all actives have a fitted effect of over 55% in size
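Yeast A-beta toxicity model in growth medium with pinned compounds, 48 h at 30 C; growth read as absorbance at 600 nm. Normalized to FeCl3/clioquinol equimolar mix (positive) and DMSO (negative).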
TDP-43 yeast inh: rescues yeast growth from TDP-43 toxicity. TDP-43 expressing yeast growth rescue, BacTiter-Glo, 24 h. Potency, µM (highest dose often 46.1 µM), for the others: top-dose growth rescue (activation), usual class: activators. hit rate 1.8% among 410,000; further: potency means the concentration at half of the fitted maximal effect; % of control where 0% means no effect; nearly all actives have a fitted effect of over 50% in size
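Growth rescue of TDP-43-toxic yeast measured as ATP luminescence (BacTiter-Glo). Cells grown to mid-log in raffinose, induced in galactose at OD600=0.02, exposed to compound 24 hr at 30 deg C.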
GLP-1R inv ag: GLP-1 receptor (human) inverse agonism; P43220; hit rate 1.6% among 410,000; AID 624417; Potency, µM (highest dose often 38.3 µM), inactives show top-dose activity change, negative = inhibition, usual class: inhibitors; HEK293 GLP-1R CRE-luciferase, luminescence, 24 h; GLP-1R form is constitutively active; further: potency means the concentration at half of the fitted maximal effect; on the % scale 0 is the no-effect control and ±100 the full control effect; nearly all actives have a fitted effect of over 55% in size
Target sequence (P43220 whole entry, looked up): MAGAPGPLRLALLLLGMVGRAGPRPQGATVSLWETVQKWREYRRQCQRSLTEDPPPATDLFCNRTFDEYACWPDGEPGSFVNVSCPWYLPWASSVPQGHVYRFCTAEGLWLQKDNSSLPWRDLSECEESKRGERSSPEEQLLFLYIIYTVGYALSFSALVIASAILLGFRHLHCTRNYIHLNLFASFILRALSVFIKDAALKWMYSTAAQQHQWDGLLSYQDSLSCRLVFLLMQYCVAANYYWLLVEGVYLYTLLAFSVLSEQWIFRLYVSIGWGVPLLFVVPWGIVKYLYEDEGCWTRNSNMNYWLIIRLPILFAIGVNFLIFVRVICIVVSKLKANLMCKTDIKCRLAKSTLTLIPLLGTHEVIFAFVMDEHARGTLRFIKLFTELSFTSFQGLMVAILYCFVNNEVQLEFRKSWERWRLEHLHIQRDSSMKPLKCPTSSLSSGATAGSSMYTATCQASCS
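Readout was luciferase luminescence, measured 12 min after detection reagent at room temperature. Beforehand, GLP-1R reporter HEK293 cells had sat 12 h, then received compounds for 24 hr at 37 deg C.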
GLP-1R agonist: GLP-1 receptor (human) agonism; Potency, µM (series often up to 45.6 µM), inactives show top-dose activation, most hits filed as activators; AID 624172; HEK293 GLP-1R CRE-luciferase, luminescence, 4-6 h; cells express a hypersensitive GLP-1R form; hit rate 0.007% among 380,000; P43220; further: potency means the concentration at half of the fitted maximal effect; % of control where 0% means no effect
Akt phos inh: blocks phosphorylation of Akt; AID 651550; Neuro2A IGF-stimulated pAkt S473 HTRF, 20 min; stronger effect = lower value; activity change, % for hits at 50 µM; hit rate 0.32% among 360,000; in the data active means activity change below about -80%; inconclusive means mostly about -51% to -80%; further: on the % scale 0 is the no-effect control and ±100 the full control effect
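Neuro2A cells (4,500/well, DMEM with 0.5% FBS) were treated with compound at a single 50 µM final concentration, stimulated with 6 nM IGF for 20 min at 37 °C, and lysed. Phospho-Akt Ser473 was read by HTRF as 665/615 ratio ×10^4.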
FUS yeast rescue: rescues growth of FUS-expressing yeast; S. cerevisiae FUS-expressing, growth rescue, OD600, 24 h; Potency, µM (doses to about 76.6 µM), for the others: at the top dose growth rescue (activation), most hits filed as activators; hit rate 0.24% among 390,000; AID 1347120;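 further: potency means the concentration at half of the fitted maximal effect; plate controls were DMSO vehicle for no effect and reference control for full effect; nearly all actives have a fitted effect of over 55% in size; some results filed as inactive show a strong effect at the top dose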
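Yeast expressing FUS under galactose induction, OD 0.005 in 2% galactose medium; compounds in a dilution series, 24 h at 30C. Growth rescue by absorbance at 600 nm; CP55940 positive control, DMSO negative.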
* = called active by the depositor; i = inactive; u = inconclusive; x = not tested or not shown; [ ] = another dose, or the depositor's remark. Unless noted, the call rests on the fitted dose curve; in most records, active means well fitted curve in the direction sought with a large enough effect; inconclusive means small, poorly fitted or top-dose-only effect, or another doubt; inactive means no such curve, though single readings can be large; an effect the other way counts as inactive or inconclusive. A portion of the library; count on the stated rates, not on these rows.

SMILES	PTHR1 agonist	DRD3 antagonist	aSyn rescue	Abeta rescue	TDP-43 yeast inh	GLP-1R inv ag	GLP-1R agonist	Akt phos inh	FUS yeast rescue
CC(C)Cc1cc(C(=O)N2N=C(C(F)F)CC2(O)C(F)F)c2ccccc2n1 (stereo not given)	-7%[57.5 µM]	-14	10%	15%	0%	u	1%	i	24%
COc1ccc(OC)c(-n2c3c(cc(-c4nc(-c5ccc(Cl)cc5)cs4)c2=O)C(=O)CC(C)(C)C3)c1	-21%	x	x	5%	11%	-28%	x	x	-11%
CC(C)c1nn2c(=O)cc(COC(=O)c3cccc(NC(=O)COc4ccc(F)cc4)c3)nc2s1	-45%[inhibitor]	x	x	-7%	21%	-49%	x	x	14%
CC(=O)Nc1ccc(S(=O)(=O)O)c(OC(C)=O)c1	-25%	-30	-6%	4%	-15%	7%	-1%	i	1%
Cc1ccccc1NC(=O)c1ccc(C)c(S(=O)(=O)NCc2cccnc2)c1	-15%	13	-4%	-10%	-6%	22%	2%	i	x
COc1ccc(CC(=O)OCC(=O)NC(=O)NC2CCCCC2)cc1	-14%	u	2%	21%	28%	-8%	-1%	i	24%
COC(=O)CCc1sc(Nc2ccc(OC)cc2)nc1-c1ccc(OC)cc1	-20%	x	x	5%	0%	-22%	x	x	4%
NCCCC[C@H](N)c1nnc([C@H](CCC(=O)O)NC(=O)C2CCNCC2)o1	i	-23	7%	10%	3%	17%	-1%	i	-12%
O=C(C1COc2ccccc2O1)N1CCN(c2ccccc2O)CC1 (stereo not given)	-17%	7	2%	1%	0%	-28%	4%	i	12%
CCCCN1CC[C@H]2C=CC[C@@H](C(=O)Nc3nccs3)[C@H]2C1=O	-37%[inhibitor]	-10	2%	-10%	-7%	9%	-3%	i	-24%
O=C(CNS(=O)(=O)c1ccccc1)N1CCN(Cc2ccccc2)CC1	-18%	-18	-10%	5%	-10%	-7%	5%	i	x
Cn1c(SCC(=O)Nc2cccc(F)c2)nnc1-c1cccnc1	-5%	12	-11%	6%	25%	-11%	-3%	i	-13%
COc1ccc(C[C@H]2CN3C(=NC[C@@H]3Cc3ccc(O)cc3)N2C[C@H](C)NC(=O)c2ccc(C)c(Br)c2)cc1	-93%[inhibitor]	-81*	3%	5%	2%	u	-4%	i	44%
O=C(NC(=S)Nc1cccnc1Cl)c1ccco1	-10%	-14	-7%	-16%	17%	72%[activator]	16%	i	-22%
CCn1cc(Br)c(C(=O)Nc2cccc(Cl)c2)n1	i	-28	-8%	-32%	16%	0%	21%	i	u
CCN(CCNC(=O)CS(=O)(=O)Cc1nc(-c2cccc(OC)c2)oc1C)c1ccccc1	-2%[57.5 µM]	-12	-11%	8%	-20%	u	-1%	i	36%
Cc1cc(C)c(NC(=O)CCc2c(C)nc3c(c(C)nn3C(C)(C)C)c2C)c(C)c1	i	x	x	-2%	12%	-12%	0%	x	-23%
Cc1ccc(NC(=O)CCC(=O)OCC(=O)c2ccc(Oc3ccc([N+](=O)[O-])cc3)cc2)c(C)c1	i	7	0%	-2%	0%	0%	2%	i	46%
Cc1ccc(-c2nc3n(n2)C(=O)CC(c2ccc(C)cc2)S3)cc1 (stereo not given)	7%	x	x	-7%	0%	1%	-2%	x	-15%
Cc1cc(=O)n2[nH]c(C)c(-c3ccccc3)c2n1	-13%	-21	7%	12%	16%	0%	-4%	i	x
CCOc1cc(C2c3c(oc4ccc(F)cc4c3=O)C(=O)N2Cc2ccco2)ccc1O (stereo not given)	-13%	x	x	-6%	14%	15%	x	x	16%
COc1ccc(CNCCCNCc2ccc(OC)c(OC)c2)cc1OC	i	-22	-2%	-4%	-11%	u	3%	i	19%
Cn1cc(-c2nnnn2-c2ccc(Cl)cc2)c(C(F)(F)F)n1	-29%[57.5 µM]	59	7%	-5%	11%	-9%	-8%	i	6%
O=C(Nc1cc(Cl)ccc1F)C1=COCCO1	i	-10	-2%	-18%	-21%	27%	0%	i	-14%
CCOC(=O)C1(Cc2cccc(Cl)c2)CCCN(C(=O)c2cc(C)on2)C1 (stereo not given)	i	u	-1%	-18%	25%	-25%	3%	i	x
COc1ccccc1NC(=O)c1ccccc1S(=O)(=O)c1ccccc1[N+](=O)[O-]	u	-7	1%	-4%	4%	-3%	0%	i	5%
COc1ccc(S(=O)(=O)Nc2ccccc2C(=O)NC(C)C)cc1OC	i	-27	-11%	6%	-2%	0%	-2%	i	-2%
CCOc1ccccc1C(=O)N1CCCCC1C (stereo not given)	-21%[57.5 µM]	9	3%	15%	-3%	-13%	4%	i	7%
CC(C)(C)OC(=O)N1CCOCCOCCN(C(=O)OC(C)(C)C)CCOCCOCC1	-19%	20	5%	0%	-7%	2%	5%	i	21%
COc1ccc(C(=O)COC(=O)C(CCSC)NS(=O)(=O)c2ccc(Cl)cc2)cc1 (stereo not given)	-28%	18	2%	-7%	9%	u	-5%	i	x
CCOC(=O)C(=CNc1cccc(C)c1C)C(=O)OCC	14%[57.5 µM]	40	-8%	-3%	-4%	15%	6%	i	4%
O=C(Nc1ncccn1)c1cccc(Cl)c1	-1%	23	1%	-3%	21%	11%	-1%	i	4%
O=C(Nc1ccc(NC(=O)C2CC2)cn1)c1ccccc1	-27%	0	-6%	-16%	-21%	u	-4%	i	5%
O=C(Nc1ccc(S(=O)(=O)N2CCCCC2)cc1)C1CC(=O)N(c2ccccc2)C1 (stereo not given)	-20%	4	1%	1%	-7%	u	6%	i	26%
Cc1nn(-c2ccc([N+](=O)[O-])cc2)c(N)c1-c1ccccc1	-20%	-27	-14%	-10%	u	-8%[0.307 µM]	-9%	i	13%
O=C(c1ccc([N+](=O)[O-])cc1)N(C1=NCCCCS1)c1ccccc1	i	-21	-5%	-13%	-2%	5%	-14%	i	30%
CCc1cc2c(SCC(=O)C(C#N)=C3N(C)c4ccccc4N3C)ncnc2s1	-27%	13	3%	18%	u	-16%	12%	i	-4%
CCc1c(C)c(C#N)c2nc3ccccc3n2c1Nc1c(C)n(C)n(-c2ccccc2)c1=O	-12%[57.5 µM]	5	8%	-4%	-3%	6%	-15%	i	10%
COc1ccc(C2C=C(C)Nc3nc(SC)nn32)cc1 (stereo not given)	i	u	3%	12%	1%	15%	21%	x	-1%
COCCn1nnnc1CN1CCSCC1	-5%	2	1%	-5%	0%	-3%	-2%	i	-30%
FC(F)(F)c1cccc(Cc2noc(CN3CCCC(OCc4ccccn4)C3)n2)c1 (stereo not given)	-33%	-17	-1%	19%	-10%	-7%[7.66 µM]	0%	i	26%
Cc1c(C(=O)N/N=C/c2ccc(-c3ccccc3[N+](=O)[O-])o2)sc(N)c1C#N	i	-9	-4%	-10%	-15%	7%	-17%	i	x
COc1cc(-n2c(=O)c3ccccc3n(CC(=O)c3ccccc3)c2=O)cc(OC)c1OC	i	13	1%	6%	2%	9%	0%	i	12%
O=C(N/N=C\c1ccc(Br)o1)C1COc2ccccc2O1 (stereo not given)	-25%	-20	-1%	5%	u	-26%	0%	i	15%
O=C(NCc1cccs1)c1ccc2sc(COCCO)nc2c1	-12%	-30	-2%	-21%	-1%	20%	-1%	i	-17%

Filtered by structure: the compounds so far with a cyano group (3)
SMILES	PTHR1 agonist	DRD3 antagonist	aSyn rescue	Abeta rescue	TDP-43 yeast inh	GLP-1R inv ag	GLP-1R agonist	Akt phos inh	FUS yeast rescue
CCc1cc2c(SCC(=O)C(C#N)=C3N(C)c4ccccc4N3C)ncnc2s1	-27%	13	3%	18%	u	-16%	12%	i	-4%
CCc1c(C)c(C#N)c2nc3ccccc3n2c1Nc1c(C)n(C)n(-c2ccccc2)c1=O	-12%[57.5 µM]	5	8%	-4%	-3%	6%	-15%	i	10%
Cc1c(C(=O)N/N=C/c2ccc(-c3ccccc3[N+](=O)[O-])o2)sc(N)c1C#N	i	-9	-4%	-10%	-15%	7%	-17%	i	x

(list continues)
SMILES	PTHR1 agonist	DRD3 antagonist	aSyn rescue	Abeta rescue	TDP-43 yeast inh	GLP-1R inv ag	GLP-1R agonist	Akt phos inh	FUS yeast rescue
COc1ccc(Cl)cc1NC(=O)CN1C(=O)NC(Cc2c[nH]c3ccccc23)C1=O (stereo not given)	i	9	3%	-5%	-7%	u	-3%	i	x
CC1=C(C(=O)Nc2ccccn2)C(c2ccc(N(C)C)cc2)n2ncnc2N1 (stereo not given)	2%[57.5 µM]	-27	0%	-10%	-21%	0%	2%	i	-15%
COC(=O)c1cc(NS(=O)(=O)c2ccc(Cl)c(N3C(=O)c4ccc(C(=O)O)cc4C3=O)c2)cc(C(=O)OC)c1	i	-6	3%	2%	-5%	8%	-1%	i	16%
CCC1CCCCN1C(=S)Nc1ccc(SC(F)F)cc1 (stereo not given)	-48%[inhibitor]	-8	-5%	u	u	u	3%	i	-5%
COc1ccc(C)cc1NC(=O)C(Sc1nncn1C)c1ccccc1 (stereo not given)	i	1	1%	10%	-1%	-2%	0%	i	-36%
Cc1ccc(C2C(C#N)=C3N=C(N)c4ccccc4N3C3=C2C(=O)CCC3)cc1 (stereo not given)	-7%	13	3%	25%	12%	17%	16%	i	u
COc1ccc2cc(CNc3ccc(C)cc3)c(=O)n(CC(=O)Nc3ccc(C)cc3Cl)c2c1	i	x	7%	-13%	21%	8%	0%	x	-2%
CC1CCN(c2ccc(NC(=O)C3CCCN3S(=O)(=O)c3ccc(F)cc3)cc2)CC1 (stereo not given)	-44%[inhibitor]	-25	-3%	-8%	-11%	u	-5%	i	-4%
Cc1cc(C2(c3cc(C)c(NC(=O)CN4CCOCC4)c(C)c3)CCCCC2)cc(C)c1NC(=O)CN1CCOCC1	i	3	-2%	-10%	-4%	18%	1%	i	4%
O=C(CSc1nnnn1C1CCCCC1)Nc1ccccc1N1CCOCC1	-48%	2	9%	-8%	25%	0%	8%	i	2%
